# ERG-DNA inh: inhibitors of human ERG Ets domain-DNA interaction. fluorescence polarization, His-ERG Ets domain / labelled DNA. 370,000 tested, 0.028% active. Potency, µM (titrated, usually from 76.9 µM), inactives show at the top dose FP activity, negative = inhibition, hits mostly inhibitors; active means well fitted inhibition curve with a large enough effect in the polarisation, with a control signal flat; inconclusive means small, poorly fitted or top-dose-only effect, or effect the other way, or a change in a side signal; inactive means no such curve, though single readings can be large or run the other way; the % refers to the polarisation;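 further: polarization taken with two DNA probes labelled with fluorescein and Texas red; potency means the concentration at half of the fitted maximal effect; % of control where 0% means no effect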
#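 His-tagged ERG Ets domain (1 uM in the protein solution; 300mM KCl, 50mM Tris-HCl, 1mM EDTA, 1mM DTT, pH 7.5) received compound, then a probe mix of 5 nM fluorescein-DNA and 100nM Texas-615-DNA. Fluorescence polarization was read for both dyes.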
# GRP78 ERSR act: ER stress response induction in glioma; U87-MG GRP78 promoter luciferase reporter, 16 h; Potency, µM, for inactives: at the highest dose activation, usual class: activators; 420,000 tested, 0.02% active; AID 602332; further: potency means the concentration at half of the fitted maximal effect; series mostly up to about 76 µM; % of control where 0% means no effect; nearly all actives have a fitted effect of over 35% in size
#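 Stably transfected U87-MG glioma cells carrying a GRP78-based luciferase sensor; 16 h compound incubation. Luminescence end-point read 10 min after Bright-Glo addition at room temperature.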
# 12-LOX inh: inhibitors of human 12S-lipoxygenase ALOX12; Potency, µM (series often up to 108 µM), without a hit: top-dose activity change, negative = inhibition, hits mostly inhibitors; P18054; purified 12hLO, xylenol orange hydroperoxide absorbance; 580,000 tested, 1.1% active; AID 1671190; further: potency means the concentration at half of the fitted maximal effect; on the % scale 0 is the no-effect control and ±100 the full control effect
# Target sequence (P18054 whole entry, looked up): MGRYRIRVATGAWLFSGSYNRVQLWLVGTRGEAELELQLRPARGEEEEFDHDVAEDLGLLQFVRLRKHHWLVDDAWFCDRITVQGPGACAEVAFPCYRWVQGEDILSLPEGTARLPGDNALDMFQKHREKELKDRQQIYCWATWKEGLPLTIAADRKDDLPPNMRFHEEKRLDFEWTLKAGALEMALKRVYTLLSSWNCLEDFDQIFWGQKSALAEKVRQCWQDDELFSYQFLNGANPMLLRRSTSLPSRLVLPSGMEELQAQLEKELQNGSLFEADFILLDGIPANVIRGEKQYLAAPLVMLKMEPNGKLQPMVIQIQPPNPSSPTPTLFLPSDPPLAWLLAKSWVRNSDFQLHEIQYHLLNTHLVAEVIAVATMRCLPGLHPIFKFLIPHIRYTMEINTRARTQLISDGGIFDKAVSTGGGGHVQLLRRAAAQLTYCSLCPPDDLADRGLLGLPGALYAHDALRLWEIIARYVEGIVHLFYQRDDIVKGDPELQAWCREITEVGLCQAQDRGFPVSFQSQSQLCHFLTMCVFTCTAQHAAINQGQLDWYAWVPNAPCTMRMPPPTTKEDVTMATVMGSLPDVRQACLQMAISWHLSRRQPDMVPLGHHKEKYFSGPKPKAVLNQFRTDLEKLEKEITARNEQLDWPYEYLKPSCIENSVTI
#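 Hydroperoxide product was detected by ferrous iron/xylenol orange as the 573 to 405 nm absorbance ratio. Arachidonic acid at 40 uM (final) was turned over for 30 min at room temperature by 150 nM human 12hLO, pH 7.0 Hepes buffer, after 15 min compound preincubation.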
# LDHA block: LDHA (human) enzyme inhibition | 480,000 tested, 0.15% active | purified LDHA, NADH/diaphorase-resazurin fluorescence; active compounds read low | activity change, % (values are at about 110 or 230 µM) | AID 1347041 | P00338; in the data active means activity change below about -30%; inconclusive means mostly about -25% to -30%;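 further: plate controls were DMSO wells for no effect and wells without enzyme for full effect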
#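 Human LDH5 (2 nM) was incubated with 0.06 mM NADH and 0.2 mM pyruvate for 5 min at room temperature in Tris pH 7.4. Remaining NADH was coupled through diaphorase/resazurin, and resorufin fluorescence was read at 0 and 20 min.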
# D2 agonist: activates the human D2 dopamine receptor; 340,000 tested, 0.53% active; P14416; HEK293 T-REx D2 cells, calcium flux agonist mode; activation, % at 2 µM;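 active means activation over 3 SD above normal in the single-dose calcium agonist read, cut at about 30% in these data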; further: 0% is about no effect
#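 Calcium-flux readout, 1 cycle/sec over 180 s following compound pin transfer, in inducible HEK293 Trex D2 cells (force-coupled); dopamine controls included. Positive calcium responses during this window marked compounds as potential agonists.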
# Vif-A3G inh: blocks the Vif interaction with human APOBEC3G. 410,000 tested, 0.076% active. Potency, µM (doses to about 46.1 µM), for inactives: top-dose activity, negative = active, usual class: inhibitors. HeLa A3G-eYFP + Vif (tagged APOBEC3G with the HIV-1 protein that degrades it), YFP fluorescence, overnight;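 further: potency means the concentration at half of the fitted maximal effect; on the % scale 0 is the no-effect control and ±100 the full control effect; nearly all actives have a fitted effect of over 60% in size; hits raise eYFP signal because A3G escapes Vif-driven loss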
# Target sequence (Q9HC16 whole entry, looked up): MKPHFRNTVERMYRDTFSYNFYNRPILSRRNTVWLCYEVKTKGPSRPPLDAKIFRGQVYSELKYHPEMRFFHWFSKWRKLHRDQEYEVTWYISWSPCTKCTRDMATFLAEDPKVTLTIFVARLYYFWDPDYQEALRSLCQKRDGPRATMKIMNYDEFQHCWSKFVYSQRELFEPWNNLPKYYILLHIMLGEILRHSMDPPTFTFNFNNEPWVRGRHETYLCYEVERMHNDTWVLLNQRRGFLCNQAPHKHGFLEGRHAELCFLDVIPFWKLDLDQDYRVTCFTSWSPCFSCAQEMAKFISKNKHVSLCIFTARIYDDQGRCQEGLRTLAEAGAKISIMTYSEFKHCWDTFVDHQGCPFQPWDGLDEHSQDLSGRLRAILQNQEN
#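 Read-out is eYFP fluorescence (Ex 488/Em 500-530) from Vif-expressing HeLa A3G-eYFP cells; more signal means A3G escaped Vif-mediated degradation. Cells plated overnight, compound pinned in, incubated overnight at 37 deg C.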
# D2 antag: antagonizes the human D2 dopamine receptor. P14416. HEK293 TREx D2 cells, calcium flux, dopamine EC80. inhibition, % at 10 µM. 340,000 tested, 2% active. AID 485344; in the data active means inhibition above about 30%; further: 0% is about no effect
#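 In this primary screen, negative modulation is detected by tracking calcium flux after an EC80 dopamine challenge in inducible HEK293 T-REx D2 cells preexposed to test compound for 180 s.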
# RGS4 inh: inhibitors of human regulator of G protein signaling 4; P49798; Transcreener GDP fluorescence polarization, RGS4-accelerated GTP hydrolysis; Potency, µM (top dose mostly 114 µM), for inactives: at the highest dose activity change, negative = inhibition, usual class: inhibitors; 390,000 tested, 0.039% active; AID 504845; further: potency means the concentration at half of the fitted maximal effect; on the % scale 0 is the no-effect control and ±100 the full control effect; nearly all actives have a fitted effect of over 75% in size; some results filed as inactive show a strong effect at the top dose
#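 MLSMR compounds (23 nl, pin-transferred) preincubated 10 min at room temperature with a 500nM (2x) first reagent, then RGS4 at 900nM (2x) plus Transcreener GDP mix added; fluorescence polarization (620/688 nm) read before and after 90 min at 30 °C.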
# Vif-A3F inh: blocks the Vif interaction with APOBEC3F | HeLa A3F-eYFP + Vif (tagged APOBEC3F with the HIV-1 protein that degrades it), YFP fluorescence increase | Potency, µM (highest dose often 46.1 µM), for inactives: at the highest dose activity, negative = active | 390,000 tested, 0.2% active; further: potency means the concentration at half of the fitted maximal effect; % of control where 0% means no effect; nearly all actives have a fitted effect of over 65% in size
#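 Fluorescence increase (Ex 488/Em 500-530) after overnight compound treatment at 37 deg C flags inhibition of Vif-driven A3F-eYFP loss in stable HeLa A3F-eYFP/Vif cells seeded overnight beforehand.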
# * hit, by the source's call; ? = inconclusive; . = not tested or not shown; & = joins results of further samples; [ ] = remark or other dose. Unless noted, the call rests on the fitted dose curve; in most records, active means well fitted curve in the direction sought with a large enough effect; inconclusive means small, poorly fitted or top-dose-only effect, or another doubt; inactive means no such curve, though single readings can be large; an effect the other way counts as inactive or inconclusive. The list is partial; the hit share may differ from the screen's.
canonical_smiles	D2 antag	RGS4 inh	GRP78 ERSR act	Vif-A3F inh	D2 agonist	Vif-A3G inh	LDHA block	ERG-DNA inh	12-LOX inh
COC(=O)C1=C(c2ccccc2)C[C@@H]2CC[C@H]1N2C(=O)N1CCCCC1	.	-9%	-3%	-5%	.	-1%	5	1%	-10%
CCOc1ccc(N)cc1	.	-13%	-1%	-2%	.	2%	2	0%	396%[activator]
O=C1N(c2nncs2)CCN1[N+](=O)[O-]	-4	-15%	1%	0%	0.3	-3%	-1	-9%	18%
Cc1cc(/C=C2\C(=O)NC(=O)N(C)C2=O)c(C)n1-c1ccc2c(c1)OCO2	4	3%	0%	-2%	0.2	2%	4	14%	-8%
CNS(=O)(=O)c1ccc(-c2ccc(C=C3C(=O)NC(=O)NC3=O)o2)cc1	-29	?	-4%	4%	-0.5	-1%	-1	-12%	?
CC1(O)CCN2C(=O)CCc3cccc1c32 (stereo not drawn)	19	16%	-2%	6%	-0.5	-1%	1	-16%	66%
Cc1ccc(OC(=O)N(C)C[C@H]2OCc3cnnn3CCCC(=O)N([C@H](C)CO)C[C@@H]2C)cc1	.	.	-4%	-8%	.	0%	-11	.	9%
Cc1ccccc1CCNCc1ccc(Br)cc1	-16	-9%	-4%	-1%	-0.2	-5%	1	21%	?
COC(=O)C1=C(c2ccc(S(C)(=O)=O)cc2)C[C@@H]2CC[C@H]1N2C(=O)NCc1ccco1	.	-8%	0%	3%	.	1%	-8	-5%	-3%
C/C=C/CC#N	-1	9%	16%	-1%	0.2	0%	3	-10%	0%
Cc1nn(Cc2ccc(Cl)cc2Cl)c(Cl)c1C(=O)NC1CCCc2ccccc21 (stereo not drawn)	2	13%	-4%	-1%	-0.2	-1%	-6	-2%	-14%
C/C(=N\Nc1ccccc1)c1c(O)[nH]c(=O)[nH]c1=O	-11	0%	-1%	-2%	0.9	-13%	-1	-1%	0%
O=C1CN(O)C(c2ccccc2)=c2cc(Cl)ccc2=N1	-1	17%	0%&-4%	-1%	-0.2	-1%	-6	-9%	-15%
C#CCN(C)[C@H](C)Cc1ccccc1	-1	?	-3%&-5%&-3%	6%	12	3%	0	-11%	?
COc1cc2c(cc1OC)C13CCN4CC5=CCOC(CC(=O)O)C(C5CC41)C3N2 (stereo not drawn)	.	-6%	-2%	10%	.	1%	24	4%	-8%
CC1CN2c3ccc([N+](=O)[O-])cc3CC3(C(=O)N(C)C(=O)N(C)C3=O)C2C(C)O1 (stereo not drawn)	.	10%	-2%	8%	.	1%	-10	-4%	0%
N#CC(Br)Br	-5	8%	0%	-1%	1.2	-1%	-4	20%	6%
CCCCn1c(O)c(C(CC)=NCc2cccnc2)c(=O)[nH]c1=O	23	1%	-3%	-1%	0.5	3%	-5	-1%	-19%
O=C(Nc1ccc(Br)cc1C(=O)c1ccccc1Cl)c1ccccc1F	.	-19%	-1%	0%	.	-14%	-2	0%	-9%
COP(=O)(NC(C)=O)SC (stereo not drawn)	.	5%	2%	3%	.	-1%	-6	-13%	4%

# Sorted by number of heavy atoms (high to low): part of the list above.
canonical_smiles	D2 antag	RGS4 inh	GRP78 ERSR act	Vif-A3F inh	D2 agonist	Vif-A3G inh	LDHA block	ERG-DNA inh	12-LOX inh
Cc1ccc(OC(=O)N(C)C[C@H]2OCc3cnnn3CCCC(=O)N([C@H](C)CO)C[C@@H]2C)cc1	.	.	-4%	-8%	.	0%	-11	.	9%
COc1cc2c(cc1OC)C13CCN4CC5=CCOC(CC(=O)O)C(C5CC41)C3N2 (stereo not drawn)	.	-6%	-2%	10%	.	1%	24	4%	-8%
CC1CN2c3ccc([N+](=O)[O-])cc3CC3(C(=O)N(C)C(=O)N(C)C3=O)C2C(C)O1 (stereo not drawn)	.	10%	-2%	8%	.	1%	-10	-4%	0%
Cc1cc(/C=C2\C(=O)NC(=O)N(C)C2=O)c(C)n1-c1ccc2c(c1)OCO2	4	3%	0%	-2%	0.2	2%	4	14%	-8%
CNS(=O)(=O)c1ccc(-c2ccc(C=C3C(=O)NC(=O)NC3=O)o2)cc1	-29	?	-4%	4%	-0.5	-1%	-1	-12%	?
CCCCn1c(O)c(C(CC)=NCc2cccnc2)c(=O)[nH]c1=O	23	1%	-3%	-1%	0.5	3%	-5	-1%	-19%
O=C1CN(O)C(c2ccccc2)=c2cc(Cl)ccc2=N1	-1	17%	0%&-4%	-1%	-0.2	-1%	-6	-9%	-15%
C/C(=N\Nc1ccccc1)c1c(O)[nH]c(=O)[nH]c1=O	-11	0%	-1%	-2%	0.9	-13%	-1	-1%	0%
Cc1ccccc1CCNCc1ccc(Br)cc1	-16	-9%	-4%	-1%	-0.2	-5%	1	21%	?
O=C1N(c2nncs2)CCN1[N+](=O)[O-]	-4	-15%	1%	0%	0.3	-3%	-1	-9%	18%
CCOc1ccc(N)cc1	.	-13%	-1%	-2%	.	2%	2	0%	396%[activator]
C/C=C/CC#N	-1	9%	16%	-1%	0.2	0%	3	-10%	0%
N#CC(Br)Br	-5	8%	0%	-1%	1.2	-1%	-4	20%	6%

# Next part
canonical_smiles	D2 antag	RGS4 inh	GRP78 ERSR act	Vif-A3F inh	D2 agonist	Vif-A3G inh	LDHA block	ERG-DNA inh	12-LOX inh
Cc1cc(OC(=O)N(C)C)nc2c1c(C)nn2C	-5	2%	-12%	-2%	0.5	4%	-9	-3%	337%[activator]
CC(=O)NC(Cc1ccc(N(CCCl)CCCl)cc1)C(=O)NCC(=O)NCC(=O)O (stereo not drawn)	0	-23%	0%	-7%	-0.3	0%	18	-8%	-7%
CCCn1ncc(CN2CCCC(C(=O)c3cccc(OC)c3)C2)c1C (stereo not drawn)	-4	-31%	-4%	1%	0.9	1%	-4	-1%	?
N#CC1=C(N)Oc2n[nH]c(-c3cccs3)c2C1c1ccco1 (stereo not drawn)	8	?	5%	-5%	0.9	-8%	7	3%	?
O=C(CCCN1CCC(n2c(=O)[nH]c3ccccc32)CC1)c1ccc(F)cc1	77*	0%	-4%&-4%	3%	0.0	0%	-11	-6%	-22%
O=C1NC(=O)N(c2ccc(F)cc2)C(=O)/C1=C/c1ccc(N2CCOCC2)cc1	-4	?	5%	-21%	0.3	-6%	-6	-4%	-18%
O=C(CN1CCCCC1)c1ccc(OC(F)F)cc1	1	-8%	-1%	7%	-0.6	-1%	-1	10%	2%
Cc1cc(C)cc(N2C(=O)NC(=O)/C(=C\c3cccn3-c3ccccc3)C2=O)c1	-6	15%	-13%	-21%	4.3	-28%	-5	-5%	-22%
O=C(O)c1ccc2c(c1)C1C(Cl)C(Sc3ccccc3[N+](=O)[O-])CC1C(c1cccc([N+](=O)[O-])c1)N2 (stereo not drawn)	-15	?	-4%	-1%	2.3	0%	5	4%	.
O=C(Nc1ccc(F)cc1F)c1cccnc1Oc1cccc(C(F)(F)F)c1	5	12%	0%&-4%	4%	-0.4	-5%	-8	-5%	-5%
Cc1ccc(-c2ccc(=O)n(CC(=O)N3CCC4(CC3)OCCO4)n2)cc1	-7	6%	-2%	?	-0.2	1%	-2	12%	1%
O=C(O)c1nonc1-c1nonc1C(=O)O	-6	-5%	-4%	9%	2.6	4%	-9	.	7%
Cc1nc(SCc2c(Cl)cccc2Cl)nc(OC(=O)N(C)C)c1C	-18	-12%	8%	-3%	-1.1	-5%	3	13%	?
CCc1ccc(NC(=O)CCNC(=O)N2C[C@H]3C[C@@H](C2)c2cccc(=O)n2C3)cc1	-3	5%	0%	-2%	0.1	0%	-7	-6%	39%[activator]
CC(C)CC(NC(=O)CCCNC(=O)CCC(=O)OC1O[C@H]2OC3(C)CC[C@H]4[C@H](C)CCC(C1C)C24OO3)C(=O)O (stereo partly drawn)	.	20%	3%	2%	.	8%	-9	1%	-3%
Cn1c(=O)n(CC(=O)N2CCC3(CC2)OCCO3)c(=O)c2ccccc21	-11	-32%	3%	7%	-0.3	3%	1	0%	-15%
C#CCCC[C@@H]1OC(=O)CNC(=O)C([C@@H](C)CC)NC(=O)[C@@H]2CCCN2C(=O)C([C@@H](C)CC)OC(=O)[C@H](Cc2ccccc2)N(C)C(=O)[C@H](C(C)C)NC(=O)C1(C)C (stereo partly drawn)	.	.	-2%	.	.	-2%	1	.	-8%
CN(c1ccc(O)cc1)c1ccc([N+](=O)[O-])c2nonc12	.	.	-2%	-2%	.	6%	7	.	-8%
CCCCC(CC)COC(=O)CCCCC(=O)OCC(CC)CCCC (stereo not drawn)	-6	-5%	-3%	7%	1.5	0%	-9	28µM*	12%

# Bioassay records (PubChem BioAssay)
